# Bioassay records (PubChem BioAssay)
# aDG glyco act – alpha-DG glycosylation activation. Pro5-aDG cells, alpha-DG glycosylation AlphaScreen (IIH6); 0% Pro5, 100% B10-LARGE cell signal. activation, % at 10 µM. 360,000 compounds, 0.22% hits. AID 624168;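 active means activation of at least 8% versus controls, or a plate z-score of at least 8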;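 further: Pro5 are CHO cells carrying HIG-tagged alpha-DG that lacks glycosylation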
# N-glyco inh – blocks N-linked glycosylation in D54 reporter cells; 360,000 compounds, 0.23% hits; reporter increase, % at 12.5 µM; D54 ERlucT glycosylation luciferase reporter, 24 h; percent of 100 nM tunicamycin response; AID 588692;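 active means mean luciferase reporter signal, scaled so untreated is 0 and the glycosylation-blocking control 100, at or above a set limit in every replicate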;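 further: luciferase carries N-glycosylation sites so blocking glycosylation raises the light; 0% = median of neutral control wells and 100% = median of 100 nM tunicamycin wells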
# MC4R barr agon – agonists of human melanocortin 4 receptor (MC4R) beta-arrestin | P32245 | 360,000 compounds, 0.98% hits | activation, % at 8.9 µM | U2OS MC4R beta-arrestin complementation, luminescence; percent of melanotan II response, DMSO zero;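 active means activation above a per-plate cutoff, the mean activation of sample wells on that plate plus 3 SD, cut at about 8% in these data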
# Target sequence (P32245 whole entry, looked up): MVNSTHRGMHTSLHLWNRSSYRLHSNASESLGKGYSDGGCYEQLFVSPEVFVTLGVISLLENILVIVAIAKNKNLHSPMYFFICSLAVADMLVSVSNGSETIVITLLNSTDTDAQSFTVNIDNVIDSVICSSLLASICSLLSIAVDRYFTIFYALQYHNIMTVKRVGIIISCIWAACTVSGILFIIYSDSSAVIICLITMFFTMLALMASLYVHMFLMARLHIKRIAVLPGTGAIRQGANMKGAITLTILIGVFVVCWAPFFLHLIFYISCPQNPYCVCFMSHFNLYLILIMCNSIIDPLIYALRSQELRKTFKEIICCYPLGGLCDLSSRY
# MC4R antagonist – antagonists of human melanocortin 4 receptor (MC4R); MC4R-expressing cells, MTII-stimulated cAMP, LANCE TR-FRET; inhibition, % at 6.5 µM; 360,000 compounds, 0.48% hits; AID 540295;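 active means inhibition above its plate's cutoff, the mean of tested wells on that plate plus 3 SD, cut at about 29% in these data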;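 further: 0% = Melanotan II alone and 100% = Melanotan II plus saturating MCL0020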
#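 System: U2OS cells stably expressing human melanocortin 4 receptor (MC4R). Reagent: Melanotan II challenge after compound preincubation. Doses: 6.5 µM. Times: 30-min compound, 1-h challenge, 1-h detection, room temperature. Measured by: TR-FRET with Eu-cAMP and labeled anti-cAMP, 671 nm. Replicates: singlicate.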
# Exocytosis inh – blocks lytic granule exocytosis; TALL-104 LAMP-1 surface exposure, flow cytometry; cells stimulated with thapsigargin and PMA; inhibition, % at 10 µM; 360,000 compounds, 0.66% hits; AID 651702;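 active means inhibition above about 55%, limit read from the data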
# Vif imaging – blocks HIV Vif function; HEK293T cells, Vif self-association by quenched fluorescence, imaging, 24 h; inhibition, % at 7.49 µM; 340,000 compounds, 0.35% hits; in the data active means inhibition above about 50%, passing the limit was not always enough; further: some results filed as inactive read as strong as hits
# ABHD5-PLIN5 inh – blocks binding of human ABHD5 to perilipin-5. Split G. princeps luciferase complementation, luminescence, 4 h. inhibition, % at 4 µM. 360,000 compounds, 0.78% hits;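 active means inhibition above the mean inhibition across every tested compound plus 3 SD, cut at about 22% in these data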;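 further: 0% = DMSO only wells and the 100% control is not disclosed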
# ABCB6 inh 2 – blocks the human ABCB6 transporter. Q9NP58. K562-ABCB6 porphyrin accumulation, flow cytometry, 1 h; hits give low values. fluorescence ratio to DMSO, % at 10 µM. 360,000 compounds, 0.19% hits. AID 602162;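 active means fluorescence ratio to DMSO below 75%, the collection mean minus 3 SD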;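 further: signal is porphyrin accumulated inside mitochondria; 100% equals median channel fluorescence of DMSO control wells; lower ratio means ABCB6 inhibition with less porphyrin fluorescence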
# TLR9-MyD88 inh – blocks human TLR9 binding to MyD88; CHO BLA complementation TLR9-MyD88, CCF4 FRET ratio; AID 504734; 340,000 compounds, 0.21% hits; inhibition, % at 4.98 µM;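 active means inhibition above the mean over all tested compounds plus 3 SD, cut at about 21% in these data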;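 further: 0% = DMSO only wells and 100% = clavulanate BLA inhibitor control wells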
# NOD2-RIPK2 inh – blocks binding of human NOD2 to RIPK2; CHO BLA complementation NOD2-RIPK2, CCF4 ratio; AID 624267; inhibition, % at 4.98 µM; 360,000 compounds, 0.38% hits; in the data active means inhibition above about 21%;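 further: 0% = vehicle only and 100% = reference blocker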
# Target sequence (O43353 whole entry, looked up): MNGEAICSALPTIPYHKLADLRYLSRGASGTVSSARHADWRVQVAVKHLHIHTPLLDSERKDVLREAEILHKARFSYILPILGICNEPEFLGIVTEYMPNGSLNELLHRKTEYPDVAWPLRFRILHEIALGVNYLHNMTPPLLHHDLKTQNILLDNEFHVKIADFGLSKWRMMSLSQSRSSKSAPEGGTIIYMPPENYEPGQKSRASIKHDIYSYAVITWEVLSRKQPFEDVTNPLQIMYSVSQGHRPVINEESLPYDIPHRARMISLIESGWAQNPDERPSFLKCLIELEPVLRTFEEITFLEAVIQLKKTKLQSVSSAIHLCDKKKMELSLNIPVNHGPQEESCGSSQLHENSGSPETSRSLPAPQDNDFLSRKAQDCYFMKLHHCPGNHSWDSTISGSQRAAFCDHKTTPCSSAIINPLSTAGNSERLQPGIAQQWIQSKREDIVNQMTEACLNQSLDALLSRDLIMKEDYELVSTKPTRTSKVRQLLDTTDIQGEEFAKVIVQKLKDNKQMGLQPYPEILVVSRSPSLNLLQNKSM
# An asterisk follows results filed as active; . = not tested or not shown. These rows are one share of the data, so the mix of outcomes need not match the whole.
SMILES,aDG glyco act,N-glyco inh,MC4R barr agon,MC4R antagonist,Exocytosis inh,Vif imaging,ABHD5-PLIN5 inh,ABCB6 inh 2,TLR9-MyD88 inh,NOD2-RIPK2 inh
CC1(C)C(=O)Nc2ccccc2N1C(=O)CSc1nnc2c(Cl)cc(Cl)cn12,0.1,1,-0.6,-4,-13,1,-2,98,7,-5
CN1CCN(c2ccc(C(CC(N)=O)NC(=O)c3ccccc3)cc2[N+](=O)[O-])CC1 (configuration not stated),-0.1,0,-1.2,8,0,.,1,95,3,5
CCn1cc(CNC(=O)c2cccc([N+](=O)[O-])c2)cn1,-0.3,1,-0.9,3,3,-1,0,107,-7,0
CCOC(=O)C1CCN(c2ncnc3nc[nH]c23)CC1,-0.2,-2,-0.6,19,-4,13,-3,101,5,5
Cc1ccc(-c2csc(NC(=O)c3ccc(F)cc3)c2C(=O)O)cc1,0.1,-1,-0.5,19,35,-4,-1,103,-5,3
COc1cc(Br)c(CNc2cc(C)ccc2C)cc1OC,0.2,0,3.5,22,-8,-9,-7,97,-15,-3
CC(=O)c1c(N2CCOCC2)[nH]c(-c2ccccc2)nc1=S,0.1,0,0.2,-3,1,-2,5,97,11,7
CCNc1nc(NCC)nc(C(=O)OCCO)n1,1.8,0,-1.0,-4,-7,1,-1,85,-6,2
COc1ccc(CCNC(=O)C2CCCN(c3nc4ccccc4s3)C2)cc1OC (configuration not stated),0.0,1,-0.3,8,14,-5,6,95,4,7
Cc1ccc2c(c1)cc(C(=O)N1CCN(c3ccccn3)CC1)n2C,0.2,2,0.9,6,0,-4,6,96,-10,-11
COc1cccc(OCc2cc(C(=O)N(C)Cc3nc(C)cs3)no2)c1,-0.2,-1,-4.4,4,-8,2,-4,102,-14,-7
CCOC(=O)c1c(C)nc2c(c1-c1ccc(Cl)cc1)C(=O)CC(C)(C)C2,0.3,-3,-0.8,6,-1,-12,-4,94,3,-6
O=C(CCC(=O)N1CCN(c2ccccc2)CC1)Nc1nnc(C2CCCCC2)s1,0.0,-1,-0.8,5,6,-18,0,97,5,-16
COc1ccc(C(=O)N2CCN(C(=O)c3cc(OC)c(OC)c(OC)c3)CC2)cc1,0.0,1,-3.2,9,-4,4,1,99,7,0
COc1cc(-c2nc3ccccn3c2/N=C/c2cccc(OC)c2O)ccc1O,0.0,2,-0.2,-10,4,5,-3,101,-7,-5
Cc1ccc(C)c(OC(=O)C2CSC3(C)CCC(=O)N23)c1C (configuration not stated),0.1,0,0.5,7,8,-5,3,99,7,5
NC(=S)c1cc2cc(Cl)ccc2oc1=O,-0.1,2,-1.7,-1,1,0,-10,100,.,0
Cc1ccc(-c2ccc(CN3C(C(C)C)C(=O)N(Cc4cn(CCC5OCCO5)nn4)CCS3(=O)=O)cc2)cc1 (configuration not stated),0.0,0,0.3,6,-1,-35,-18,94,-3,3
COc1cc(CCC(=O)Nc2nnc(-c3cccnc3)s2)cc(OC)c1OC,0.0,4,-3.0,1,1,-4,-2,97,8,-10
O=C(Nc1ccc(Cl)c(C(=O)N2CCOCC2)c1)c1ccccc1,-0.2,-1,-1.5,5,2,4,4,106,2,-11
COc1cc(/C=C/c2cc[n+](C)cc2)ccc1OCC(=O)Nc1ccc(Cl)c(Cl)c1,-0.2,2,-0.8,2,-6,-3,16,101,4,-2
COc1cc2ccc(C(C)=O)c(O)c2cc1OC,0.4,0,-0.3,-2,4,-5,-3,100,-1,3
O=S(=O)(c1ccccc1)c1nc(Nc2cccc(O)c2)sc1Cl,0.7,-1,-0.9,3,2,-3,-3,100,21*,7
CC1(C)OC2CC3C4CCC5=CC(=O)CCC5(C)C4(F)C(O)CC3(C)C2(C(=O)CO)O1 (configuration not stated),0.0,5,0.8,6,-1,2,0,107,-10,4
CCN1C(=O)[C@@H]2[C@@H](c3ccc(-c4ccc(F)cc4)cc3)N3CCC[C@@]3(C(=O)OC)[C@@H]2C1=O,0.1,-1,0.0,10,-4,.,-8,105,-10,-9
Cc1ccc(C(c2nnnn2C2CCCCC2)N2CCN3CCCC3C2)cc1 (configuration not stated),0.1,1,-1.7,0,0,.,-3,104,-2,-6
Cc1nn(CC(=O)Nc2ccc(C(=O)N3CCCCC3)cc2)c(=O)c2ccccc12,0.1,1,-0.1,2,-3,7,2,103,-1,-2
O=[N+]([O-])c1cc(-c2csc(NCCc3nc4cc(Cl)c(Cl)cc4n3CCCO)n2)ccc1Cl,-0.2,3,-1.6,33*,20,-7,5,94,-2,-7
FC(F)(F)c1nnc2sc(-c3cccs3)nn12,0.5,-3,-0.6,-6,0,18,-7,102,2,-9
Cc1ccc(S(=O)(=O)N2CCCOC2CNC(=O)C(=O)NCCc2c[nH]c3ccccc23)cc1 (configuration not stated),0.5,-3,1.4,-3,-3,1,12,99,6,-6
CCCCCCCCn1ccc(=N)cc1,-0.1,1,0.7,-3,8,-4,5,95,2,-15
O=C(c1ccc(NS(=O)(=O)c2ccc(F)cc2)cc1)N1CCN(c2ccccc2O)CC1,0.1,-2,-2.9,8,37,-6,3,96,15,6
O=C(CSc1nnc(NC(=O)C2CCC2)s1)Nc1ccc(N2CCOCC2)cc1,0.1,-2,-1.6,16,-2,7,-1,96,-11,-7
O=[N+]([O-])c1ccccc1/C=N/OCc1ccccc1,0.0,-2,2.6,0,-8,7,-1,98,3,4
NC(=O)c1cccc(-c2ccnc3c2CC(C(=O)NCC2CC2)O3)c1 (configuration not stated),-0.2,0,-0.3,2,1,0,3,96,.,2
CCN1C(=O)/C(=C\N(C)C)NC1=S,0.3,0,-0.3,0,1,2,1,96,-9,-8
CCOC(=O)C1=C(C)NC(C)=C(C(=O)OCC)C1c1ccc(OC)cc1,0.1,8,2.2,-4,1,1,-8,94,-3,-5
CCc1c(O)nc(SCC(=O)Nc2nc3ccccc3s2)n(-c2ccc(C)cc2)c1=O,-0.1,3,-2.0,9,-7,1,3,98,-2,1
Cc1ccc(C(C(=O)NCc2ccco2)N(C(=O)Cn2nnc3ccccc32)c2ccccc2)o1 (configuration not stated),0.5,-2,-0.8,7,0,.,-1,100,-9,4
Cc1c(NC(=O)c2cccc(NC(=O)Cc3ccc(Cl)cc3)c2)c(=O)n(-c2ccccc2)n1C,-0.2,-2,-0.7,-1,0,1,-4,100,0,-9
CCOC(=O)CN1C(=O)COc2ccc(C(C)(C)C)cc21,-0.1,-2,-0.7,11,-2,7,-5,100,-5,3
O=C(C1CCCN1C(=O)c1cccs1)N1CCN(S(=O)(=O)c2ccc(F)cc2)CC1 (configuration not stated),0.0,2,-3.7,1,7,-3,7,90,-7,-4
N#CC1=C(N)SC(N)=C(C#N)C1c1ccnc2ccccc12,-0.3,1,-1.4,-13,-1,-6,-10,91,-9,-4
Cc1nn(C2CCS(=O)(=O)C2)c(C)c1CN(C)C(=O)c1cccc(Cl)c1 (configuration not stated),-0.2,-2,-2.4,1,-12,-3,-5,98,0,-14
c1ccc2c(NCC3CCCO3)nc(N3CCCCC3)nc2c1 (configuration not stated),0.1,-1,-3.3,8,1,-6,1,96,4,-4
O=C(CN1C(=O)COc2ccc(Cl)cc21)NCC1CCCO1 (configuration not stated),-0.2,4,0.3,11,-7,0,7,96,-7,-7
CSCCC(NC(=O)COc1ccccc1)C(=O)N(C)CC(=O)Nc1ccc(Cl)cc1 (configuration not stated),-0.2,-1,0.1,5,-3,0,0,93,-2,6
CCn1c(SCC(=O)Nc2cccc(C)n2)nc2c1c(=O)n(C)c(=O)n2C,0.2,1,-1.6,-3,-3,3,0,101,5,5
Nc1c(-c2ccc(F)c(F)c2)nc2ncccn12,0.3,.,.,.,-1,.,-10,.,.,1
NCC(=O)c1cccc2ccc[n+]([O-])c12,-0.1,4,-1.5,-1,-10,-8,6,96,3,1
CCOc1ccc(/C(O)=C/C(=O)C(=O)Nc2ccc(S(=O)(=O)NC(C)=O)cc2)cc1,0.3,1,0.6,6,0,-1,3,97,5,1
Cc1csc(NC(=O)CCCC(=O)O)c1-c1nc2ccccc2s1,0.7,16,1.5,13,-1,-6,3,95,-1,-2
C=CCn1c(-c2ccc(OC)cc2)nc2nc3ccccc3nc21,0.0,1,-1.6,-6,0,0,-3,97,1,2
Nc1nnc(SCc2nnc(-c3ccccc3)o2)s1,0.7,1,-0.1,24,1,-5,1,91,-5,-6
C=CCNc1nc(-c2cc3ccccc3o2)cs1,-0.3,-19,-1.9,-3,6,6,-15,97,4,1
O=C1CCCCCCC(=O)[C@H](O)C[C@H](c2ccccc2)O1,-0.5,.,.,.,-2,.,-2,99,.,-6
Cc1c(C)n(Cc2ccc(F)cc2)c2ccc(C(=O)N3CCN(c4ccccn4)CC3)cc12,0.1,-1,-3.2,0,0,-4,10,103,0,-6
CN1CCN(NC(=O)CN2C(=O)S/C(=C\c3c(Cl)cccc3Cl)C2=O)CC1,-0.4,0,-2.2,-3,2,2,-2,94,3,2
CN(CC(=O)Nc1cccc2c1CCCC2)S(=O)(=O)c1ccccc1,0.2,-3,1.4,0,-4,-8,-3,95,7,3
COc1ccccc1NS(=O)(=O)c1cc(N)ccc1N1CCOCC1,-0.2,-3,-2.4,5,-13,6,-3,101,-5,-3

# Structures shown so far that have a thiophene ring, fused or not:
SMILES,aDG glyco act,N-glyco inh,MC4R barr agon,MC4R antagonist,Exocytosis inh,Vif imaging,ABHD5-PLIN5 inh,ABCB6 inh 2,TLR9-MyD88 inh,NOD2-RIPK2 inh
Cc1ccc(-c2csc(NC(=O)c3ccc(F)cc3)c2C(=O)O)cc1,0.1,-1,-0.5,19,35,-4,-1,103,-5,3
FC(F)(F)c1nnc2sc(-c3cccs3)nn12,0.5,-3,-0.6,-6,0,18,-7,102,2,-9
O=C(C1CCCN1C(=O)c1cccs1)N1CCN(S(=O)(=O)c2ccc(F)cc2)CC1 (configuration not stated),0.0,2,-3.7,1,7,-3,7,90,-7,-4
Cc1csc(NC(=O)CCCC(=O)O)c1-c1nc2ccccc2s1,0.7,16,1.5,13,-1,-6,3,95,-1,-2

# The list continues.
SMILES,aDG glyco act,N-glyco inh,MC4R barr agon,MC4R antagonist,Exocytosis inh,Vif imaging,ABHD5-PLIN5 inh,ABCB6 inh 2,TLR9-MyD88 inh,NOD2-RIPK2 inh
COc1ccc2oc(C(=O)OCC(=O)N3CCN(S(=O)(=O)c4ccc(C)cc4)CC3)c(C)c2c1,0.4,-4,-1.3,3,2,1,-4,96,1,-9
O=c1c2ccccc2nc(N/N=C/c2c(O)ccc3ccccc23)n1O,0.1,-16,-1.5,1,-2,9,4,117,-2,-4
CCCNC(=O)c1ccc(N2CCC3(CC2)CC(c2cccc(Br)c2)=NO3)c(N)c1,0.9,0,1.9,14,0,-10,5,102,-2,-2
Cc1nn(CC(=O)Nc2ccncc2)c(C)c1[N+](=O)[O-],-0.1,3,1.0,9,3,-6,7,98,6,5
CCOc1ccc(OCC)c(NC(=O)CSc2nc3c(c(=O)n(C)c(=O)n3C)n2C(C)C)c1,0.3,2,3.1,-26,-1,-5,-4,95,4,12
COc1ccc(OC)c(S(=O)(=O)N2CCCCCC2)c1,0.2,0,0.2,-2,-3,8,-2,99,-10,-1
